# Screens from PubChem BioAssay.
# TCR CD3 inh = inhibitors of human TCR-CD3 interaction, primary screen, biochemical, fluorescence, TAMRA-labeled TCR probe; 360,000 tested, 0.37% active; AID 651800, 2012; inhibition, % at 9.4 µM; in the data active means inhibition above about 19%;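 further: recombinant mutant TCR 2C K166C tagged with TAMRA read by polarization; 0% = receptor in buffer alone and 100% = receptor with positive control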
# HTRA1 inhibitor = HTRA1 serine protease inhibitors, primary screen, biochemical, fluorescence polarization, HTS. Q92743. 340,000 tested, 0.5% active. recombinant HTRA1, FP-rhodamine activity-based probe. inhibition, % at 5.96 µM; in the data active means inhibition above about 36%;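 further: 0% = enzyme with DMSO and 100% = wells lacking enzyme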
# UHRF1 MBD2 ctr = UHRF1 methylated DNA binding inhibitors, primary screen, counter-screen for MBD2 inhibitor project, biochemical, TR-FRET, human UHRF1, single concentration; E3 ubiquitin-protein ligase UHRF1 (Homo sapiens), Q96T88; UHRF1 binding to methylated oligo; inhibition, % at 4.4 µM; 370,000 tested, 0.75% active; AID 687016, 2013; in the data active means inhibition above about 21%;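 further: UHRF1 SRA domain binding a hemimethylated CpG hairpin DNA probe; 0% = median of test compound wells and 100% = reference inhibitor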
# rCAG binder = binders of r(CAG) RNA repeats, primary screen, biochemical, fluorescence. r(CAG) RNA repeat, TO-PRO-1 dye displacement fluorescence. AID 651821, 2012. inhibition, % at 3 µM. 370,000 tested, 1.3% active;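 active means inhibition above the plate cutoff, the mean of all test compounds on that plate plus 3 SD, cut at about 35% in these data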;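 further: 0% = DMSO alone and 100% = 100 µM mitoxantrone as full dye displacement; higher means more dye released from RNA so lower well fluorescence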
# NPR1 activator = GC-A stimulated cGMP production enhancers – HEK293 GC-A cells, cGMP TR-FRET, EC30 ANP, primary screen; 370,000 tested, 0.14% active; activation, % at 10 µM; AID 1671463, 2021; Atrial natriuretic peptide receptor 1 (Homo sapiens), P16066; 0% at EC30 ANP, 100% saturating ANP; in the data active means activation above about 40%
# MBD2 inh = inhibitors of MBD2 binding to methylated DNA, primary screen, biochemical, TR-FRET, DNA-binding domain, human; Methyl-CpG-binding domain protein 2 (Homo sapiens), Q9UBB5; MBD2 binding to methylated oligonucleotide; inhibition, % at 4.4 µM; 370,000 tested, 0.31% active; AID 686964, 2013; in the data active means inhibition above about 13%
# GC-B act = human GC-B receptor activators, primary screen, HEK293 GC-B cells, cGMP TR-FRET, EC30 CNP. 0% at EC30 CNP, 100% saturating CNP. activation, % at 10 µM. 370,000 tested, 0.11% active;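 active means activation at 10 µM reaching about 35% in either raw or pattern-adjusted values, limit read from the data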
# ABHD4 inh = ABHD4 inhibitors, primary screen, biochemical, fluorescence polarization, mouse; (Lyso)-N-acylphosphatidylethanolamine lipase (Mus musculus), Q8VD66; purified mABHD4, FP-Rh probe fluorescence polarization; inhibition, % at 8.92 µM; 370,000 tested, 0.54% active; AID 720543, 2013;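 active means inhibition exceeding the mean over every tested compound plus 3 SD, cut at about 30% in these data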;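 further: 0% = plate median of compound wells and 100% = S159A mutant with DMSO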
# Target sequence (Q8VD66 whole entry, looked up): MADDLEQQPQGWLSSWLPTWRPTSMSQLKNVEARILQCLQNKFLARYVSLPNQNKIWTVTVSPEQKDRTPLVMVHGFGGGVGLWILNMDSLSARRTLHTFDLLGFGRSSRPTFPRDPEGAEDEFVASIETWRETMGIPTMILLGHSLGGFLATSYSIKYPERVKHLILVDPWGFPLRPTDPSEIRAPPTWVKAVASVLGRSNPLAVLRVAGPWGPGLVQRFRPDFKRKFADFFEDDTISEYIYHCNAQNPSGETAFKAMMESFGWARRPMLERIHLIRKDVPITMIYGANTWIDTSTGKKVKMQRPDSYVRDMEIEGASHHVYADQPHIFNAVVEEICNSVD
#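 Test system: mABHD4 protein | Buffer or medium: HEPES pH 7.0 buffer, 150 mM NaCl, 0.01% Pluronic F-127 | Probe or stimulus: FP-Rh fluorescent activity-based probe, added after compound pre-incubation | Timing: Pre-incubation 45 min, probe exposure 60 min, at 25 °C | Technique: Fluorescence polarization, excitation 525 nm, emission 598 nm, BODIPY TMR filters | Repeats: Single well per compound (singlicate)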
# PRMT1 FP inh = PRMT1 methyltransferase inhibitors, primary screen, biochemical, fluorescence polarization; Protein arginine N-methyltransferase 1 (Homo sapiens), Q99873; recombinant PRMT1, activity-based probe fluorescence polarization; inhibition, % at 2.79 µM; 370,000 tested, 1.3% active; AID 652257, 2013;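 active means inhibition above about 21% made by adding two undisclosed values, limit read from the data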
# SIAE inh = human SIAE inhibitors, primary screen, biochemical, fluorescence polarization, FP-Rh probe, 1536-well HTS | Sialate O-acetylesterase (Homo sapiens), Q9HAT2 | SIAE FP-Rh probe binding | inhibition, % at 9.66 µM | 370,000 tested, 0.69% active | AID 1053197, 2014;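 active means inhibition above a cutoff: mean of compounds within the control limits plus 3 SD of those, cut at about 17% in these data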;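 further: 0% = plate median of compound wells and 100% = probe without SIAE protein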
# Target sequence (Q9HAT2 whole entry, looked up): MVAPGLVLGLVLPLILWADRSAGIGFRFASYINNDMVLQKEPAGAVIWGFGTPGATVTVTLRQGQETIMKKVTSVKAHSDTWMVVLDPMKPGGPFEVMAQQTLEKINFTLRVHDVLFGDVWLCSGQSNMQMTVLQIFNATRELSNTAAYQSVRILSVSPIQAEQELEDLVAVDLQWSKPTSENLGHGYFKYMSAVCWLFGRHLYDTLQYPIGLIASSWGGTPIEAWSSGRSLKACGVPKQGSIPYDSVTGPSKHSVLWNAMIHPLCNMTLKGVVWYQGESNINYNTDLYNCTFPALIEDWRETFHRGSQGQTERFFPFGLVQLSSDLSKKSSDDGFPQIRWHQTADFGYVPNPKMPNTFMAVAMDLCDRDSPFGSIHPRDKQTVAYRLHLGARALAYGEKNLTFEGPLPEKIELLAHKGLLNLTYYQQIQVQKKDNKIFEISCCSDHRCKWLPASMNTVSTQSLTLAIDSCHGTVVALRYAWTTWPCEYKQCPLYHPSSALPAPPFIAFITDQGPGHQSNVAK
# * = called active by the depositor; . = not tested or not shown. The list is partial. The share of hits here may be higher or lower than overall.
# The opening three records (preview)
SMILES,TCR CD3 inh,HTRA1 inhibitor,UHRF1 MBD2 ctr,rCAG binder,NPR1 activator,MBD2 inh,GC-B act,ABHD4 inh,PRMT1 FP inh,SIAE inh
CC1CCN(S(=O)(=O)c2ccc(C(=O)Nc3sccc3C(N)=O)cc2)CC1,10.2,-46.2,-1.6,7.9,14.1,-0.4,4.2,-14.4,2.5,-25.8
COc1ccc(C2CC(c3ccccc3C)n3nc(N)nc3N2)cc1 (centres undefined),-2.4,2.1,-1.0,4.2,0.2,-4.7,-1.6,0.0,-3.6,-1.3
O=C(NCC1COc2ccccc2O1)C1CCC(CNc2c(N3CCCCC3)c(=O)c2=O)CC1 (centres undefined),-3.1,4.4,-0.8,-0.1,-2.5,1.8,0.9,-1.8,-1.6,6.4

# All compounds of this part (from the top)
SMILES,TCR CD3 inh,HTRA1 inhibitor,UHRF1 MBD2 ctr,rCAG binder,NPR1 activator,MBD2 inh,GC-B act,ABHD4 inh,PRMT1 FP inh,SIAE inh
CC1CCN(S(=O)(=O)c2ccc(C(=O)Nc3sccc3C(N)=O)cc2)CC1,10.2,-46.2,-1.6,7.9,14.1,-0.4,4.2,-14.4,2.5,-25.8
COc1ccc(C2CC(c3ccccc3C)n3nc(N)nc3N2)cc1 (centres undefined),-2.4,2.1,-1.0,4.2,0.2,-4.7,-1.6,0.0,-3.6,-1.3
O=C(NCC1COc2ccccc2O1)C1CCC(CNc2c(N3CCCCC3)c(=O)c2=O)CC1 (centres undefined),-3.1,4.4,-0.8,-0.1,-2.5,1.8,0.9,-1.8,-1.6,6.4
CCOC(=O)C1CCCN(S(=O)(=O)c2c(C)noc2C)C1 (centres undefined),1.9,11.2,1.2,-4.1,-1.7,-0.7,6.0,0.5,-3.3,-2.3
Nc1nc(SCC(=O)Nc2ccc(C(F)(F)F)cc2)[nH]c(=O)c1NC(=O)c1ccc(F)c(F)c1,-3.7,4.7,2.7,1.8,-0.9,-1.9,-0.7,2.7,0.7,-34.4
CCCCCc1c(C)c(C#N)c2nc3ccccc3n2c1-n1ccnc1C,-2.4,8.6,1.5,-0.1,-0.7,1.2,-3.5,-4.7,6.6,2.0
COc1ccc(-c2nc3c4ccccc4ccn3c2CC2CCCCC2)cc1OC,3.2,.,22.6*,5.3,-2.7,7.1,6.1,5.8,-1.0,-5.3
Nc1nc2c(ncn2[C@@H]2O[C@H](CNC(=O)[C@H](N)Cc3ccccc3)[C@@H](O)[C@H]2O)c(=O)[nH]1,4.0,.,-0.9,4.9,8.1,0.7,10.8,-0.8,-3.6,-1.4
CCCCCCn1cnc2c(c1=O)c1nc3ccccc3nc1n2Cc1cccs1,-11.4,-0.7,-3.2,-0.1,20.9,-3.0,20.7,-0.5,0.2,1.3
O=C(Nc1cccnc1Cl)c1cccc(F)c1,7.7,.,-0.2,-1.5,1.8,2.8,-2.7,0.2,-4.3,0.8
CN(C)c1ccc(N=Nc2cccc(F)c2)cc1,-1.7,5.8,-1.8,0.4,4.4,-0.2,2.5,5.0,3.9,0.1
CC(C)(C)S(=O)(=O)c1nc2ccccc2s1,5.1,0.1,0.8,-1.8,-1.8,-5.2,0.9,-0.9,-1.7,3.8
C=CCn1c(SCC(=O)Nc2ccc(NC(C)=O)cc2)nc2sc(C)c(C)c2c1=O,-3.1,-0.3,-0.1,4.6,-4.4,1.2,-5.0,-2.3,-3.2,-27.2
O=C1CCC(=O)N1CNc1cccnc1,-0.5,2.5,-0.7,1.6,0.2,-1.6,1.9,-4.8,-3.5,-1.9
CCN(CC)S(=O)(=O)c1ccc(C)c(NC(=O)CSc2nnnn2C)c1,-0.9,4.3,2.1,2.1,1.3,-6.2,3.9,0.0,3.9,2.6
Cc1ccccc1N1C(=O)c2ccccc2C1Nc1cccnc1 (centres undefined),-0.9,3.5,3.4,3.2,2.3,2.9,4.1,4.5,-1.7,4.8
CC(C)(C)C(=O)NC1CCCCN(Cc2ccc(Cl)cc2)C1=O (centres undefined),.,.,-1.5,0.4,-1.3,-2.6,5.7,2.2,-0.6,-3.4
Cc1cc2c(cc1C)NC(=O)C(C)CN2 (centres undefined),-9.3,13.1,1.2,9.6,0.1,4.9,0.8,-1.7,6.1,0.2
COc1ccccc1CC(=O)N1CCCc2ccccc21,-0.6,0.4,2.7,-2.6,1.6,-2.2,1.7,11.0,0.2,-1.0
COc1ccccc1CNC(=O)CN(c1ccc(C)cc1)S(=O)(=O)c1c(C)n[nH]c1C,5.9,-5.5,2.1,-1.0,-2.6,-2.7,2.0,5.3,-3.5,-7.2
COc1ccc(C)cc1S(=O)(=O)N(C)CC(=O)Nc1ccccc1,0.3,-6.4,1.1,-5.2,0.7,-1.0,5.4,2.3,4.3,2.9
CCOCCCn1c(=S)[nH]c2cc3c(cc2c1=O)OCO3,10.1,-0.8,-1.9,0.4,1.3,-4.5,-1.9,-1.1,-0.9,-5.2
Cc1cccc(NC(=S)N(CCCN2CCOCC2)Cc2ccco2)c1,6.6,6.3,2.2,-0.4,4.0,1.9,2.4,2.0,-4.4,-18.6
O=C1c2ccccc2C(c2nnnn2Cc2ccccc2)N1Cc1ccco1 (centres undefined),-6.4,.,1.8,2.2,0.0,2.6,0.4,4.2,5.5,2.6
CN(Cc1ccc(OC(F)F)cc1)C(=O)c1ccc(S(=O)(=O)N(C)c2ccccc2)cc1,0.5,-16.4,-2.2,-0.7,-5.7,-0.7,0.1,-1.9,-0.2,-4.7
Cc1ccccc1NC(=O)CN1CCN(C)CC1,7.8,11.1,3.2,-1.1,-1.0,-0.8,1.6,11.7,-7.8,8.5
CC1Cc2cc(S(=O)(=O)NCc3ccccc3)ccc2N1C(=O)C1CCC1 (centres undefined),5.9,-2.7,-2.9,-0.6,-0.6,-5.4,3.4,3.1,-2.8,-2.0
C[C@@H](NC(=O)OC(C)(C)C)c1nnc(S(=O)(=O)Cc2ccccc2)o1,6.6,.,-1.2,3.2,6.1,5.7,12.2,11.2,21.3*,1.5
Cc1cccnc1NC(=O)c1ccc(S(=O)(=O)NCc2ccco2)cc1,2.3,5.7,2.5,0.1,0.3,-0.9,2.3,-5.0,-2.2,-0.6
O=C(Cn1nnc(-c2ccccc2)n1)N/N=C/c1cc([N+](=O)[O-])ccc1O,16.3,6.8,-1.5,7.5,-0.7,-1.7,-5.1,4.2,0.3,-0.3
Cc1ccc(NC(=O)C2=C(C(=O)O)CCCC2)cc1F,5.6,6.6,-1.8,-3.0,3.5,-1.3,4.8,2.4,-2.8,7.3
COc1cc2c(cc1OC)C(C(=O)NCCN(C)C)C(c1cccs1)N(C)C2=O (centres undefined),0.2,-0.4,-3.0,-1.0,-5.7,0.5,-5.3,7.7,-4.0,1.7
COc1cc2c(cc1NC(=O)/C=C/c1ccc([N+](=O)[O-])cc1)oc1ccccc12,2.4,-2.3,1.7,1.6,-4.0,1.2,1.1,-2.6,-0.1,-7.7
Cc1cc(C)cc(Oc2nc(-c3ccccc3)cc(C)c2S(C)(=O)=O)c1,0.9,-52.5,0.6,-1.9,-0.4,1.3,2.5,-8.8,0.4,-4.0
O=C1c2ccccc2C(c2nnnn2-c2ccc3c(c2)OCCO3)N1CCCn1ccnc1 (centres undefined),-5.9,.,2.1,1.3,3.0,-8.3,3.0,-1.4,-2.7,8.2
COc1ccc(Cn2c(C(F)(F)F)ccc(C(N)=O)c2=O)cc1,2.5,0.6,4.7,0.1,11.3,1.1,15.3,-13.1,-3.5,0.5
CCOC(=O)c1cnc2cc3c(cn2c1=O)CCCC3,-1.7,1.6,-1.4,0.9,2.8,2.8,-3.9,-11.1,0.1,3.8
COc1ccc(OC)c(C2C(C(N)=O)=C(C)Nc3nc(CCCO)nn32)c1 (centres undefined),-5.0,-3.2,1.6,0.0,6.0,6.6,5.0,10.1,0.6,5.2
Cc1cccc(C2c3[nH]c4ccccc4c3CCN2C(=O)c2cc3c([nH]c2=O)CCCC3)n1 (centres undefined),-2.9,-0.4,2.3,-1.3,-4.6,-5.3,4.0,2.0,-4.2,4.0
COc1ccc(CNC(=O)COC(=O)c2ccccn2)cc1,1.6,4.0,1.9,-1.4,1.7,-0.7,-2.0,1.9,-0.5,-2.5
Cc1ncc(CN2CCN(CCc3ccccc3)C(CCO)C2)s1 (centres undefined),7.0,8.5,-1.0,-0.9,2.6,0.0,0.8,-7.1,-3.5,-0.7
CCn1c(CC(=O)Nc2ccc(C)cc2)n[nH]c1=S,10.5,9.0,-1.1,-1.4,-2.7,1.0,-4.4,-5.8,-3.3,1.2
CO/N=C(\Cn1ncc(N2CCCC2)c(Cl)c1=O)c1ccc(Cl)cc1,-8.4,-8.5,1.4,-7.1,-4.7,0.0,-1.3,7.9,2.5,-4.7
CCOC(=O)c1cc2sccc2n1Cc1ccccc1,1.9,-13.3,-0.5,-2.3,-8.5,0.8,-5.2,-1.4,-1.2,0.0
Cc1cc(C)c2cc(C(=O)N3CCc4ccccc4C3)[nH]c2c1,-5.6,-21.1,-0.2,0.8,-1.4,3.2,-9.7,5.1,4.4,0.1
Cc1ccc(-n2c(=S)[nH]c3nc4c(cc3c2=O)COC(C)(C)C4)cc1,1.7,1.3,-2.3,0.5,-1.6,-2.9,-13.2,-8.7,-0.2,7.7
COc1ccc(/C=N/NC(=O)CCOc2ccccc2C)cc1OC,7.3,-0.7,1.1,-0.9,2.1,-0.3,3.7,0.1,-0.5,1.3
CCOC(=O)C1CCCCN1Cc1ccc(C(F)(F)F)cc1 (centres undefined),-1.6,-4.6,-0.1,-1.3,1.7,-1.3,-0.9,12.4,-1.8,4.0
CCCN(CCC)CCCNc1ccc(C(=O)Nc2cccc(OC)c2)cc1[N+](=O)[O-],2.1,-33.5,-10.4,7.8,-2.4,-9.1,-6.2,-2.1,-2.4,0.1
CCOc1ccc(NC(=S)Nc2ccccc2C2CC2)cc1,9.6,0.5,0.5,-0.7,3.2,-2.4,7.0,6.3,1.3,1.0
CCC(=O)N1CCc2cc(S(=O)(=O)NCCC(=O)N3CCN(Cc4ccccc4)CC3)ccc21,4.3,-3.8,-2.4,-0.3,2.3,0.7,2.9,-3.3,1.5,-6.3
CCS(=O)(=O)N1Cc2ccccc2CC1C(=O)Nc1nnc(SCc2ccc(F)cc2)s1 (centres undefined),-4.8,-41.0,0.6,34.5,-2.4,7.8,-3.3,-13.1,5.2,-0.2
O=C(NCc1nnnn1-c1ccc(F)c(F)c1)c1ccc2ccccc2c1,-1.9,-19.9,-0.8,-2.3,0.0,2.4,-1.9,-0.7,1.2,2.1
COC(=O)c1nn(-c2ccccc2)c(Sc2ccccc2)c1/C=N/O,-7.1,-7.0,2.9,-1.7,20.4,4.2,0.8,-5.8,1.9,-0.8
CC(=O)Cc1nsc(Nc2ccc(C)cc2)n1,1.3,0.9,1.6,-2.3,2.6,-4.1,0.5,-1.7,-1.6,5.3
